# Screens (PubChem BioAssay)
# GLD-1 RNA inh: GLD-1-TGE RNA interaction inhibition (C. elegans) | Q17339 | purified GLD-1 + fluorescein TGE RNA, fluorescence polarization | inhibition, % at 5.96 µM | 0.44% of 320,000 active | AID 2280;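 active = percent inhibition above a per-plate cutoff, the plate mean of test compounds plus 3 SD, cut at about 30% in these data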;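 also: 0% = DMSO wells with GLD-1 and probe and 100% = wells lacking GLD-1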
# Target sequence (Q17339 whole entry, looked up): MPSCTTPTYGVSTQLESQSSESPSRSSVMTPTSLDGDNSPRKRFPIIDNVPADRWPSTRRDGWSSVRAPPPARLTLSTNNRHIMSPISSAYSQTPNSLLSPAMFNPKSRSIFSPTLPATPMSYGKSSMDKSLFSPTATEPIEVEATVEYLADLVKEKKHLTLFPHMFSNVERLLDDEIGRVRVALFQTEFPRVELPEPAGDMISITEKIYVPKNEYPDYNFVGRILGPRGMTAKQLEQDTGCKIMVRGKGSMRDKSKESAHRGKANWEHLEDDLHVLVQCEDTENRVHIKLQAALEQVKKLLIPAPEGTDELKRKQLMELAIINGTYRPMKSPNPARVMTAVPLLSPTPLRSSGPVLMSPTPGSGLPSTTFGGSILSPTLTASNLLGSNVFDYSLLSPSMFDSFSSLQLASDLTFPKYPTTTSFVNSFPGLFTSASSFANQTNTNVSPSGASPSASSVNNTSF
# AHR act: human AHR activation | P35869 | AHR-responsive luciferase reporter cells, luminescence | 2.5% of 320,000 active | activation, % at 5 µM; in the data active = activation above about 47%;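 also: 0% = vehicle wells and 100% = reference agonist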
# Bcl-xL primary: inhibitors of human Bcl-xL; 0.7% of 320,000 active; AID 2129; inhibition, % at 10.9 µM; GST-Bcl-xL / FITC-Bim BH3 peptide fluorescence polarization;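 active = inhibition above the mean of all tested compounds plus 3 SD, cutoff set per campaign, cut at about 30% in these data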;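 also: 0% = DMSO wells and 100% = unlabeled Bim-BH3 peptide competitor; inhibitors lower millipolarization by displacing the labeled peptide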
# Fam108B inh: blocks mouse Fam108B hydrolase in RBBP9 counter-screen; recombinant Fam108B, FP-Rh probe fluorescence polarization; AID 1947; 0.33% of 300,000 active; inhibition, % at 9.51 µM;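 active = inhibition above the screen mean inhibition plus 3 SD, computed separately per campaign, cut at about 18% in these data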;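 also: inhibitors lower polarization as less probe binds the enzyme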
# PAFAH1B2 inh: blocks human PAF acetylhydrolase 1b catalytic subunit 2; inhibition, % at 3.39 µM; AID 492953; 1.2% of 340,000 active; recombinant PAFAH1B2, FP-rhodamine activity probe, fluorescence polarization; P68402;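 active = inhibition above the mean of all tested compounds plus 3 SD, cut at about 24% in these data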;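 also: 0% = enzyme with DMSO and 100% = wells lacking PAFAH1B2; many of its hits are not listed in these tables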
# pPAFAH FP inh: pPAFAH (human) enzyme inhibition; recombinant pPAFAH, FP-rhodamine probe fluorescence polarization; inhibition, % at 3.39 µM; 1.5% of 330,000 active;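 active = inhibition above the mean inhibition across the screen plus 3 SD, cut at about 25% in these data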;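 also: inhibitors block binding of the rhodamine activity-based probe so polarization drops; 0% = enzyme with DMSO and 100% = wells lacking pPAFAH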
# PME-1 primary: PME-1 (human) inhibition; Q9Y570; recombinant PME-1, FP-Rh probe fluorescence polarization; inhibition, % at 5.9 µM; 0.53% of 320,000 active;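 active = inhibition above the campaign mean of all compounds plus 3 SD, cut at about 26% in these data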;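 also: competitive labeling of PME-1 active site by serine hydrolase directed probe; 0% = PME-1 with DMSO and 100% = wells lacking PME-1 enzyme; inhibitors block probe labeling so polarization falls and inhibition rises; many of its hits are not listed in these tables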
# Target sequence (Q9Y570 whole entry, looked up): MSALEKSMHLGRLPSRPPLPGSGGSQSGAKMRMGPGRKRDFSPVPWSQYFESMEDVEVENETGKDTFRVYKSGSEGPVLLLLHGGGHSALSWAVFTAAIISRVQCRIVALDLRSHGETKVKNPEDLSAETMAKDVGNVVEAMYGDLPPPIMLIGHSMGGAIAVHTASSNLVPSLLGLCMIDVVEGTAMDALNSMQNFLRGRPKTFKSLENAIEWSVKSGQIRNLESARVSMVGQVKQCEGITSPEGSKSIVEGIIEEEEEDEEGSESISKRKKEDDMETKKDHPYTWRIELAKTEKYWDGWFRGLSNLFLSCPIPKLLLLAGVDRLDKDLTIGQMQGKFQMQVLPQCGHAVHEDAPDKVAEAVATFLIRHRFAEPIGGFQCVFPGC
# MCL1-BIM inh: disrupts human MCL1 binding to BIM-BH3 peptide. Q07820. GST-MCL1 / FITC-Bim-BH3 fluorescence polarization. inhibition, % at 10.9 µM. 0.68% of 320,000 active. AID 2057;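 active = inhibition above the mean inhibition of all tested compounds plus 3 SD, set per campaign, cut at about 40% in these data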;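 also: 0% = DMSO wells and 100% = unlabeled Bim-BH3 peptide control; higher means more loss of mP so more displacement of Bim peptide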
# MEX-5 binding: C. elegans MEX-5 TCR-2 RNA binding activity; MEX-5/FITC-TCR2 RNA binding, fluorescence polarization; stronger effect = lower value; activity score (negative = inhibition of binding), % at 10 µM; AID 1832; 0.38% of 300,000 active; Q9XUB2;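 active = inhibition past about -25% in most replicates, and total fluorescence under double the plate's negative control median, limit read from the data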;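 also: 0% = DMSO and -100% = 5 µM competing unlabeled TCR2 RNA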
# Active calls of the source: *; · = not tested or not shown. Some of the compounds tested. The share of hits here may be higher or lower than overall.
SMILES,GLD-1 RNA inh,AHR act,Bcl-xL primary,Fam108B inh,PAFAH1B2 inh,pPAFAH FP inh,PME-1 primary,MCL1-BIM inh,MEX-5 binding
Cc1ccc(-c2csc3ncnc(NCCC(=O)O)c23)cc1,7.2,0.7,10.9,1.0,1.3,4.5,0.6,12.4,0.4
CCC1(C)Cc2c(sc3nc(NC)n(C)c(=O)c23)CO1 (stereo unspecified),3.8,5.8,2.2,-3.4,0.2,4.6,-0.4,0.4,0.3
Cc1ccc(C)c(N(CC(=O)Nc2cc(Cl)ccc2Oc2ccccc2)S(C)(=O)=O)c1,12.3,2.4,-2.1,-10.9,-6.9,15.1,-20.6,-0.5,0.1
O=C(/C=C/c1ccc(Cl)cc1)N(Cc1ccccc1)c1ccccn1,-1.8,4.4,2.7,-4.8,-0.6,0.6,3.8,-1.1,-1.7
CCn1cc(C(=O)NCc2ccncc2)c(=O)c2cc(F)c(N3CCN(C(=O)c4ccco4)CC3)cc21,-7.1,8.8,2.8,-0.8,·,5.9,0.8,-0.2,0.4
O=C(NNC(=O)c1cccs1)c1ccc(Cl)c(Cl)c1,-4.3,-3.8,1.8,4.0,0.4,7.2,-2.0,-1.7,2.2
COC(=O)c1[nH]c2ccccc2c1NC(=O)/C=C/c1ccc2c(c1)OCO2,-1.1,5.9,1.0,6.2,-4.8,-3.1,5.0,4.4,1.4
Cn1c(=O)c2c(-c3ccccc3)n(N3CCOCC3)cc2n(C)c1=O,-1.8,2.1,3.6,0.3,0.5,3.6,0.7,3.5,1.7
C=CCN1C(=O)CN=C1Nc1ccccc1,-9.2,0.4,-0.9,-4.2,4.5,2.7,4.5,-5.6,-1.9
O=C(OC1CCN(c2ccc([N+](=O)[O-])cc2)CC1)c1ccccc1,0.4,0.7,1.2,0.5,3.5,3.1,5.0,-3.1,3.7
Cc1ccc(S(=O)(=O)N2CCOCC2)cc1C(=O)Nc1ccccn1,-3.5,2.3,-3.0,2.6,-2.5,4.2,-4.8,-4.7,-0.9
CNc1nc(N)c([N+](=O)[O-])c(Nc2ccccc2OC)n1,-0.6,106.8*,9.8,-7.9,7.6,6.8,-0.6,5.5,2.3

# As entered above:
# Value of Cc1ccc(C)c(N(CC(=O)Nc2cc(Cl)ccc2Oc2ccccc2)S(C)(=O)=O)c1 in pPAFAH FP inh: 15.1
# Value of O=C(OC1CCN(c2ccc([N+](=O)[O-])cc2)CC1)c1ccccc1 in Fam108B inh: 0.5
# Value of CNc1nc(N)c([N+](=O)[O-])c(Nc2ccccc2OC)n1 in AHR act: 106.8*
# Value of CCn1cc(C(=O)NCc2ccncc2)c(=O)c2cc(F)c(N3CCN(C(=O)c4ccco4)CC3)cc21 in Bcl-xL primary: 2.8
# Value of Cn1c(=O)c2c(-c3ccccc3)n(N3CCOCC3)cc2n(C)c1=O in pPAFAH FP inh: 3.6
# Value of O=C(/C=C/c1ccc(Cl)cc1)N(Cc1ccccc1)c1ccccn1 in GLD-1 RNA inh: -1.8

# Next part:
SMILES,GLD-1 RNA inh,AHR act,Bcl-xL primary,Fam108B inh,PAFAH1B2 inh,pPAFAH FP inh,PME-1 primary,MCL1-BIM inh,MEX-5 binding
O=C(Cn1c(C(=O)NCc2ccco2)cc2sccc21)c1ccccc1,-10.3,5.0,-4.8,-3.3,3.8,3.5,4.6,-15.0,2.9
COc1ccc(CCNC(=O)C2CCCN(S(=O)(=O)c3ccc(F)cc3)C2)cc1 (stereo unspecified),-0.5,0.5,6.9,-5.5,15.8,6.1,7.8,5.2,1.5
COc1cccc(-c2n[nH]c(=S)n2Cc2ccco2)c1OC,8.6,2.4,-5.3,1.7,4.0,2.0,1.6,-9.9,-0.2
O=C(CCn1nnc2ccccc21)N1CCC(O)(c2cccc(F)c2)CC1,-3.5,5.1,9.1,2.4,1.9,8.3,0.5,6.5,0.3
O=C(OCCN1CCCCC1)c1ccccc1Br,-1.6,-1.0,2.8,3.6,-0.2,2.1,1.8,4.2,1.7
O=C(Cc1cccs1)Nc1ccc(F)cc1,4.6,0.0,-2.2,3.0,-1.0,2.2,1.5,-5.2,0.2
Cc1cc(NC(=O)CSc2nc3sc(C)c(C)c3c(=O)n2C2CCCC2)no1,3.0,3.7,0.0,-0.6,2.5,11.4,4.0,-1.1,2.5
Cc1noc(C)c1NC(=O)Nc1ccc2c(c1)C(=O)N([C@H](C)CO)C[C@H](C)[C@@H](CN(C)S(C)(=O)=O)O2,4.8,0.4,·,·,0.9,-3.0,·,·,·
NS(=O)(=O)c1ccc(NC(=O)CN2C(=O)c3ccccc3C2=O)cc1,2.2,-0.6,1.0,1.4,4.2,0.8,3.5,0.5,-0.4
CC1=C(C(=O)N2CCOCC2)C(c2ccc(OC(F)F)cc2)NC(=S)N1c1ccccc1 (stereo unspecified),5.5,-1.5,0.0,-2.6,2.3,4.4,-6.2,4.2,1.7
CN1CCN(CC(=O)N/N=C\c2c[nH]c3ccccc23)CC1,2.4,39.2,2.0,0.2,·,-4.6,-0.8,-3.8,-5.2
COC(=O)c1ccc(NC(C)C(=O)OC)c([N+](=O)[O-])c1 (stereo unspecified),4.0,7.3,1.4,3.2,-0.8,-4.9,-2.3,3.1,0.0

# Pulled by structure from the list above, 2 records:
SMILES,GLD-1 RNA inh,AHR act,Bcl-xL primary,Fam108B inh,PAFAH1B2 inh,pPAFAH FP inh,PME-1 primary,MCL1-BIM inh,MEX-5 binding
O=C(Cc1cccs1)Nc1ccc(F)cc1,4.6,0.0,-2.2,3.0,-1.0,2.2,1.5,-5.2,0.2
COc1cccc(-c2n[nH]c(=S)n2Cc2ccco2)c1OC,8.6,2.4,-5.3,1.7,4.0,2.0,1.6,-9.9,-0.2

# (list continues)
SMILES,GLD-1 RNA inh,AHR act,Bcl-xL primary,Fam108B inh,PAFAH1B2 inh,pPAFAH FP inh,PME-1 primary,MCL1-BIM inh,MEX-5 binding
COC(=O)c1ccc(C(=O)NC2CCCc3c2cnn3-c2cc(F)cc(F)c2)nc1 (stereo unspecified),-3.7,0.5,3.1,2.3,1.2,0.4,1.3,2.5,-1.8
Cc1ccc2c(c1)c1c(n2CC(O)Cn2nc(C)c(Br)c2C)CCCC1 (stereo unspecified),25.3,5.1,21.1,6.1,3.4,0.9,-1.9,22.7,0.1
O=[N+]([O-])c1ccccc1Oc1ncccc1[N+](=O)[O-],-3.1,15.7,6.9,-2.1,2.2,-1.8,4.2,4.8,1.4
CC(C)Cn1c(SCC(=O)N2CCCCC2)nc2ccccc2c1=O,0.4,7.6,1.5,1.0,2.8,-0.4,-0.8,3.9,2.1
CCOC(=O)C1=C(C)NC(=S)NC1c1ccc(OC(=O)c2ccco2)cc1 (stereo unspecified),-2.6,1.8,2.7,-2.2,-1.4,-4.1,-3.5,12.2,1.5
CN(C(=O)COC(=O)/C=C/c1cccs1)C1CCCCC1,-0.8,-1.9,·,·,-0.3,1.9,·,·,·
COc1ccccc1N=C1SC(C(=O)Nc2ccc(F)cc2)CC(=O)N1C (stereo unspecified),0.2,-0.6,6.8,-2.9,0.4,3.9,-2.0,-2.1,-1.1
CCOCCSc1nc2c(c(-c3cccs3)c1C#N)CC/C2=C/c1cccs1,-1.9,11.8,8.3,0.4,2.0,26.7*,-3.2,5.1,·
C1CCN(Cc2nnnn2C2CCCC2)CC1,-8.9,-2.4,5.0,7.3,4.0,1.1,5.4,9.0,-2.5
O=c1c(C(c2ccc(Cl)cc2)c2c(O)nc3n(c2=O)CCCS3)c(O)nc2n1CCCS2,-9.1,-1.5,6.3,-3.8,-0.1,-5.5,-1.7,6.6,0.2
CC1CCN(C(=O)Nc2cccc(NC(=O)N3CCC(C)CC3)c2)CC1,-10.1,8.2,9.9,5.2,4.2,4.2,-2.8,-3.3,2.1
CN1CCN(C(=O)C2CCN(c3ncc(C(F)(F)F)cc3Cl)CC2)CC1,0.2,-0.1,1.6,1.4,3.4,7.7,-1.7,1.3,1.9
CC(NCCS(=O)(=O)c1ccc(Cl)cc1)c1cccc(Cl)c1 (stereo unspecified),-0.7,2.4,-0.2,1.9,24.2*,6.4,6.6,-5.5,4.2
C[C@H](NC(=O)c1[nH]cnc1C(=O)Nc1ccc(CNC(=O)OC(C)(C)C)cc1)C(=O)OCc1ccccc1,6.4,1.1,7.0,-1.0,-1.1,4.5,5.4,3.1,2.1
O=C(Nc1ccc(N2CCOCC2)cc1N1CCOCC1)c1ccc(F)cc1,0.4,-0.6,·,·,0.0,2.4,·,·,·
C/C(=N\NC(=O)COc1cccc2ccccc12)c1cccs1,0.6,27.9,1.2,-5.4,1.0,7.6,3.1,16.4,-2.0
Cc1cccnc1NC(=O)c1ccc2c(c1)OCCO2,3.9,0.8,-0.2,-3.9,3.2,3.9,3.5,5.5,0.0
COc1cccc(NS(=O)(=O)Cc2ccccc2)c1,2.1,1.1,5.3,-0.7,1.9,5.6,-5.5,7.8,1.8
COc1ccccc1NC(=O)CSc1nnc(CC(=O)Nc2cccc(C(F)(F)F)c2)n1C,0.0,-1.0,-5.9,1.2,8.7,5.7,2.7,-1.2,0.0
Cc1ccc(NS(=O)(=O)c2ccc(C(=O)N3CCOCC3)cc2)cc1,3.2,-1.2,-1.1,0.2,5.7,16.7,-1.6,-2.0,2.0
CCN(C(=O)COc1nc(C)cc(C)c1C#N)c1ccccc1,2.6,0.4,-3.5,4.9,-0.6,2.3,-2.0,-10.7,3.6
O=C(O)c1ccc(NCc2nc3ccccc3n2Cc2ccccc2F)cc1,0.7,0.1,6.2,4.8,4.4,-1.4,-1.1,6.1,4.7
COc1cc(CNc2nc3ccccc3s2)cc(OC)c1OC,7.0,15.3,1.9,-0.9,-0.1,6.2,-1.2,1.2,-2.4
COCC1CCN(C(=O)c2oc3c(F)cccc3c2C)C1 (stereo unspecified),3.5,7.9,3.4,-0.4,2.5,4.4,3.9,10.2,0.6
Cc1cc(C)cc(NC(=O)N(C)Cc2ccccc2)c1,-2.2,0.1,-0.5,-1.0,·,5.2,-4.0,-7.3,-20.1
CC(=O)N1CCN(c2ccc(NC(=O)c3ccc4c(c3)OCCO4)cc2)CC1,-3.4,-2.5,6.2,4.3,1.5,10.5,-0.3,2.5,-1.5
CCc1noc(C)c1C(=O)Nc1ccc(F)c(F)c1,7.3,-1.8,-8.6,1.7,0.8,2.0,-1.1,-15.0,3.8
O=C1c2ccccc2C(=O)N1CCc1nc(-c2ccncc2)no1,-2.4,-4.2,2.5,-5.0,1.0,3.9,-1.4,-0.5,3.8
O=C1CCCc2ccccc2N1Cc1ccccc1Cl,7.9,-2.5,1.7,-0.6,3.8,-2.3,-1.0,0.6,2.5
